# KCNH2 3.1 block: inhibitors of human KCNH2 3.1 potassium channel isoform; 340,000 compounds, 0.95% hits; activity change, % (tested at about 1.8 µM); AID 720553; U2OS KCNH2 3.1, thallium flux FluxOr; active compounds read low;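 active = maximum activity change below -70%; inconclusive = maximum activity change from -70% to -50%; inactive = maximum activity change above -50%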;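 note: thallium influx rate constant from kinetic fluorescence after stimulation buffer; % is set by controls: 0 for no effect and ±100 for the full control effect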
#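 Kinetic fluorescence (2 min after stimulation buffer) measures Tl+ influx through KCNH2 3.1 expressed by viral transduction in U2OS cells; the rate constant is normalized against DMSO controls serving as positive and negative references.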
# GALK inhibitor: inhibitors of human galactokinase; 270,000 compounds, 0.007% hits; AID 1868; P51570; Purified GALK, Kinase-Glo residual ATP luminescence; Potency, µM (doses to about 57.5 µM), inactives show at the top dose activity change, negative = inhibition, usual class: inhibitors; note: potency is the fitted concentration of half-maximal effect; % is set by controls: 0 for no effect and ±100 for the full control effect
# Target sequence (P51570 whole entry, looked up): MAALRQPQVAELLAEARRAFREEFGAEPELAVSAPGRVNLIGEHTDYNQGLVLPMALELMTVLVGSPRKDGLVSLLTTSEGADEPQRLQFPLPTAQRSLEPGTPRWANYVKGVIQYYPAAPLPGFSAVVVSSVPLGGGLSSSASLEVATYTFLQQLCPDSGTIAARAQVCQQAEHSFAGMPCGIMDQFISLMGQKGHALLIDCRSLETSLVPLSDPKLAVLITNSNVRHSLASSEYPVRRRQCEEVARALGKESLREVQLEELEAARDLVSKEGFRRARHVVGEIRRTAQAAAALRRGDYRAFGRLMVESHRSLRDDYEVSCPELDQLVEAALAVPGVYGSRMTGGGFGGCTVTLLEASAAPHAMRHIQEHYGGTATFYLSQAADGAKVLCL
#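 Kinase-Glo Plus luminescence measured ATP left after a 1 h room-temperature reaction. The reaction used 5 nM GALK, 100 uM galactose and 35 uM ATP at pH 8.0 (20 mM HEPES, 5 mM MgCl2, 60 mM NaCl, 1 mM DTT, 0.01% BSA).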
# AT treatment: potential ataxia-telangiectasia treatment; AID 485349; Potency, µM (titrated, usually from 57.5 µM), for the others: at the highest dose activation, hits mostly activators; 320,000 compounds, 0.19% hits; […] A-T fibroblasts, KAP-1 phosphorylation AlphaLISA; neocarzinostatin DNA damage 30 min before lysis; note: potency is the fitted concentration of half-maximal effect; % of control where 0% means no effect; nearly all actives have a fitted effect of over 45% in size
#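 hTERT-immortalized A-T patient fibroblasts ([…]), 500 cells/well in OPTI-MEM, 1% FBS, got compounds for 60 min, then NCS for 30 min at 37C. Lysates were then assayed for phospho-KAP-1 by AlphaLISA (anti-pKAP1 donor, anti-KAP1 acceptor beads), 6 hr at 25C.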
# CXXC DNA block: inhibitors of human MLL CXXC domain-DNA interaction; Q03164; Potency, µM (series often up to 115 µM), inactives show at the top dose activity change, negative = inhibition, usual class: inhibitors; 290,000 compounds, 0.037% hits; AID 2662; MLL-CXXC / FITC-HOXA9 DNA fluorescence polarization; active = well fitted inhibition curve with a large enough effect in the polarisation, with a control signal flat, not every such curve was filed as active; inconclusive = small, poorly fitted or top-dose-only effect, or effect the other way, or a change in a side signal; inactive = no such curve, though single readings can be large or run the other way; the % refers to the polarisation; note: potency is the fitted concentration of half-maximal effect
#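 Fluorescence polarization: 7 uM MLL-CXXC (stock) preincubated 5 min with compounds, then 50 nM fluorescein-HOX-A9 DNA (stock) added; 30 min ambient. Buffer 50 mM Tris-HCl pH 7.5, 50 mM NaCl, 1 mM DTT, 0.05% BSA.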
# MBNL1-CUG inh: MBNL1-poly(CUG) RNA binding inhibition; TR-FRET MBNL1-His/biotin-(CUG)12 binding, 665/545 ratio; Potency, µM (series often up to 57.5 µM), for the others: top-dose activity change, negative = inhibition, usual class: inhibitors; 280,000 compounds, 0.036% hits; active = well fitted inhibition curve with a large enough effect in the signal ratio, with a control signal flat, not every such curve was filed as active; inconclusive = small, poorly fitted or top-dose-only effect, or effect the other way, or a change in a side signal; inactive = no such curve, though single readings can be large or run the other way; the % refers to the signal ratio; note: potency is the fitted concentration of half-maximal effect; % is set by controls: 0 for no effect and ±100 for the full control effect
# Target sequence (Q9NR56 whole entry, looked up): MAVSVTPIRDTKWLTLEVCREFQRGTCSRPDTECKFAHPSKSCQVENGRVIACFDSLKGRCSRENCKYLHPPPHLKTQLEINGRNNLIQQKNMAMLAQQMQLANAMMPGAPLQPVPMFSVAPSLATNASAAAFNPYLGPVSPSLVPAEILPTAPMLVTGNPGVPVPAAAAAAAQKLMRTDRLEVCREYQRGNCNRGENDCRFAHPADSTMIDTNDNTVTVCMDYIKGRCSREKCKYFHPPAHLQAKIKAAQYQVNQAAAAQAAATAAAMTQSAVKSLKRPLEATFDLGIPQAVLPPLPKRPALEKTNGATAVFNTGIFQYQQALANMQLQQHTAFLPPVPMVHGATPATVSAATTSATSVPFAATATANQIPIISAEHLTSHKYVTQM
#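 Compounds (final 92 nM to 58 uM) are added to His-tagged MBNL1 and biotin-(CUG)12, then terbium anti-His antibody and streptavidin-XL665 (5 nM final). After 60 min at room temperature, the 665/545 nm ratio is read.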
# S-ASM inh: blocks human secretory acid sphingomyelinase | AID 504937 | Potency, µM (titrated, usually from 57.5 µM), for inactives: at the top dose activity change, negative = inhibition, hits mostly inhibitors | placental ASM, HMU-PC fluorogenic substrate, 60 min | P17405 | 340,000 compounds, 0.006% hits; note: potency is the fitted concentration of half-maximal effect
#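 Steps: dispense placental human ASM, pin compound, wait 10 min at room temperature, add HMU-PC0 substrate at 9 uM final, incubate 60 min at 37 °C, add stop solution raising pH to 10, read fluorescence.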
# hERG WT inh: KCNH2 (human, wildtype) channel inhibition | Q12809 | U2OS, BacMam KCNH2, thallium flux FluxOr; active compounds read low | activity change, % at 1.84 µM | 340,000 compounds, 0.37% hits | AID 720551;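 active = maximum activity change below -70%; inconclusive = maximum activity change between -70% and -50%; inactive = maximum activity change above -50%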; note: % is set by controls: 0 for no effect and ±100 for the full control effect
#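 U2OS cells transduced with wild-type KCNH2 virus are loaded with FluxOr dye for 45 min, and thallium flux is measured in kinetic reads before and after stimulation buffer. Rate constants are normalized to DMSO controls.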
# TRPV1 ag: human TRPV1 agonism; Q8NER1; TRPV1-expressing cells, Fluo-8 calcium influx, agonist mode; activation, % at 8.33 µM; 320,000 compounds, 0.19% hits; in the data active = activation above about 80%; inconclusive = between about 30% and that limit; note: 0% is about no effect
#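 TRPV1-expressing cells were cultured overnight at 35.5C and loaded with Fluo-8 calcium dye for 40 to 90 min at room temperature. After a 10 s baseline, compound was added and calcium influx was read kinetically for 3 min (ex 480/em 520 nm).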
# Integrin act MD: activates integrin-mediated alleviation for muscular dystrophy | Potency, µM (titrated, usually from 38.3 µM), for the others: at the top dose activation, actives largely listed as activators | 350,000 compounds, 0.064% hits | alpha7betagal myoblasts, beta-gal FDG fluorescence, 48 h;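 note: potency is the fitted concentration of half-maximal effect; 100% = response of the positive control SU9516; nearly all actives have a fitted effect of over 60% in size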
#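 alpha7betagal+/- myoblasts (passage 13, 250/well) treated 48 h at 37C with compounds at 1:260 dilution of DMSO stock. Lysed, then beta-galactosidase activity read as FDG fluorescence (ex 480/em 540) after 30 min, with pre-read for autofluorescence.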
# FBPA coupling cs: inhibits coupling enzyme system, counter-screen for aldolase hits. coupling enzyme system counterscreen, AmpLite Red fluorescence. activity change, negative = inhibition, % at 58.2 µM, hits read low. 290,000 compounds, 0.67% hits. AID 2472; in the data active = activity change below about -30%; note: % is set by controls: 0 for no effect and ±100 for the full control effect
#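 First, compound is pin-transferred into glyceraldehyde-3-phosphate coupling-enzyme reagent at 57.5 uM final and held 10 min at RT. Next, substrate, coupling system and AmpLite Red are added. After 20 min RT, fluorescence (525/598 nm) is read.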
# Starred values were filed as active, the others as inactive; ? = inconclusive; . = not tested or not shown; [ ] = remark or other dose. Unless noted, calls come from the whole dose curve; as a rule, active = well fitted curve in the direction sought with a large enough effect; inconclusive = small, poorly fitted or top-dose-only effect, or another doubt; inactive = no such curve, though single readings can be large; an effect the other way counts as inactive or inconclusive.
cpd	mol	KCNH2 3.1 block	GALK inhibitor	AT treatment	CXXC DNA block	MBNL1-CUG inh
1	COc1cccc(CNS(=O)(=O)c2cccc(S(=O)(=O)N3CCOCC3)c2)c1	8	-1%	1%	8%	-1%
2	CCCn1c(=O)n(C)c(=O)c2c(SCC(=O)NCc3ccco3)nc(C3CC3)nc21	-8	3%	.	21%	33%[activator]
3	O=C(Nc1nc2ccc(SC(F)F)cc2s1)c1ccc2c(c1)S(=O)(=O)c1ccccc1C2=O	.	1%	.	4%	.
4	OC(COc1ccc2cc(Br)ccc2c1)Cn1ccnc1 (stereo not given)	11	-3%	7%	-3%	19%
5	CC(Oc1cc2oc(=O)c3c(c2cc1Cl)CCC3)C(=O)NCCCN1CCCC1=O (stereo not given)	-1	11%	27%	-18%	6%
6	O=C(c1ccccc1)c1nn(-c2cccc(Cl)c2)ccc1=O	3	-2%	46%	-7%	-1%
7	CCCN1Cc2cccc(C(=O)NC(C)c3cccs3)c2C1=O (stereo not given)	-12	-2%	0%	3%	0%
8	COc1ccc(C2=CC(c3ccc(C)cc3)n3nnnc3N2)cc1 (stereo not given)	-12	0%	20%	-1%	?
9	CC(=O)Oc1ccccc1-c1nc(/C=C/c2ccccc2)no1	-6	-4%	3%	-3%	-5%
10	COc1ccccc1N1CCN(C(=O)c2cc(=O)c3cc(C)ccc3o2)CC1	-3	-1%	3%	-9%	?
11	CCOc1ccccc1N(CC(=O)Nc1ccccc1C(=O)NCc1ccco1)S(C)(=O)=O	-8	-1%	8%	-7%	0%
12	COc1ccc(Cl)cc1S(=O)(=O)N1CCN=C1c1ccccc1	-14	4%	1%	-18%	-1%

cpd	S-ASM inh	hERG WT inh	TRPV1 ag	Integrin act MD	FBPA coupling cs
1	0%	0	-2	-13%	2
2	-6%	-5	-5	-38%	1
3	.	.	0	.	3
4	-6%	20	6	10%	2
5	57%[activator]	6	10	-26%	.
6	0%	6	8	0%	5
7	-3%	0	?	-33%[inhibitor]	3
8	22%	0	-3	16%	-4
9	-2%	4	8	8%	0
10	4%	7	-3	-8%	-1
11	2%	0	2	-7%	-5
12	5%	-6	16	4%	.

# A stretch of the results above:
cpd	mol	KCNH2 3.1 block	GALK inhibitor	AT treatment	CXXC DNA block	MBNL1-CUG inh
1	COc1cccc(CNS(=O)(=O)c2cccc(S(=O)(=O)N3CCOCC3)c2)c1	8	-1%	1%	8%	-1%
2	CCCn1c(=O)n(C)c(=O)c2c(SCC(=O)NCc3ccco3)nc(C3CC3)nc21	-8	3%	.	21%	33%[activator]

cpd	S-ASM inh	hERG WT inh	TRPV1 ag	Integrin act MD	FBPA coupling cs
1	0%	0	-2	-13%	2
2	-6%	-5	-5	-38%	1

# Entries of single compounds, quoted from the list:
# O=C(Nc1nc2ccc(SC(F)F)cc2s1)c1ccc2c(c1)S(=O)(=O)c1ccccc1C2=O is entered as KCNH2 3.1 block = .; GALK inhibitor = 1%; AT treatment = .; CXXC DNA block = 4%; MBNL1-CUG inh = .; S-ASM inh = .; hERG WT inh = .; TRPV1 ag = 0; Integrin act MD = .; FBPA coupling cs = 3
# CC(Oc1cc2oc(=O)c3c(c2cc1Cl)CCC3)C(=O)NCCCN1CCCC1=O (stereo not given) is entered as KCNH2 3.1 block = -1; GALK inhibitor = 11%; AT treatment = 27%; CXXC DNA block = -18%; MBNL1-CUG inh = 6%; S-ASM inh = 57%[activator]; hERG WT inh = 6; TRPV1 ag = 10; Integrin act MD = -26%; FBPA coupling cs = .

# Continuation:
cpd	mol	KCNH2 3.1 block	GALK inhibitor	AT treatment	CXXC DNA block	MBNL1-CUG inh
13	COc1ccc(N(/N=C2\Sc3ccccc3C2=O)C(C)=O)cc1	3	-10%	-3%	-15%	22%
14	CCCCCCC(=O)Nc1nc(C)c(-c2csc(Nc3cc(Cl)ccc3C)n2)s1	-7	-2%	6%	18%	9%
15	COc1ccc(C=O)cc1COc1c(F)c(F)cc(F)c1F	3	-1%	3%	-2%	-6%
16	CCOc1ccccc1N(C)S(=O)(=O)c1ccc2c(c1)N(C(C)=O)CCO2	-3	-7%	2%	30%	-3%
17	CC(C)CCNC(=O)c1onc(CSc2ccc(Cl)cc2)c1C(=O)NCCC(C)C	6	1%	-3%	4%	-1%
18	CCc1ccccc1NC(=O)N[C@H](C(=O)O)C(C)CC (stereo not given in full)	1	1%	-3%	4%	13%
19	Cc1ccc(C(NC(=O)N2CC(C)OC(C)C2)C(Cl)Cl)cc1F (stereo not given)	-6	-1%	7%	?	-9%
20	O=C(O)Cn1nc(C(F)(F)F)c2c1CCC2	2	2%	2%	10%	11%
21	Cn1c(CNc2cccc(Cl)c2)nnc1SCC#N	-7	5%	0%	2%	-7%

cpd	S-ASM inh	hERG WT inh	TRPV1 ag	Integrin act MD	FBPA coupling cs
13	-4%	6	13	16%	2
14	5%	1	4	-2%	1
15	1%	1	0	3%	-2
16	4%	-1	10	?	.
17	-6%	-6	?	4%	-15
18	25%	-12	-3	-8%	0
19	4%	-18	4	5%	1
20	-1%	-5	-2	6%	-2
21	-2%	2	0	?	0

# Screens (PubChem)
